# Screening results deposited in PubChem by Broad Institute.
# esBAF inh = inhibitors of esBAF chromatin remodeling in mouse ES cells | AID 602393 | 2% of 350,000 active | reporter increase, % at 12.5 µM | Bmi1-luciferase knock-in reporter, 24 h; 100% = twice the neutral-well signal; in the data active = activation above about 40%;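 also: 0% = median of the plate's neutral control wells and 100% = double that signal; a rise in the Bmi1 reporter signal indicates esBAF inhibition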
# FN deposition inh = fibronectin deposition inhibition; 0.086% of 350,000 active; AID 743247; inhibition, % at 12.6 µM; AH1F fibroblasts, Alexa488-fibronectin deposition fluorescence, overnight;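 active = mean inhibition across replicates of 30% or more, regardless of how many single replicates reach that level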;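 also: positive control wells lacked labelled fibronectin entirely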
#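 Schedule: 1 h cell adhesion before compound, then overnight fibronectin incubation; test system: AH1F fibroblast monolayer depositing Alexa488-labelled fibronectin into matrix; quantity: 10000 AH1F cells per well; probe or stimulus: fluorescent fibronectin at 24 nM final; signal: fluorescence, ex 485 nm, em 525 nm; evaluation: percent inhibition as loss of matrix-bound fibronectin fluorescence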
# RAD54 inh = inhibitors of human RAD54 branch migration. Q92698. RAD54 Holliday junction branch migration, FAM/BHQ fluorescence. inhibition, % at 10.4 µM. 0.14% of 360,000 active;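 active = mean normalized replicate activity at least 40 and at least half of replicates scoring 40 or more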;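 also: 0% = median of neutral control wells and 100% = median of positive control wells; inhibitors cause a drop in the FAM fluorescence signal; in these data hits start at about 50%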
# Target sequence (Q92698 whole entry, looked up): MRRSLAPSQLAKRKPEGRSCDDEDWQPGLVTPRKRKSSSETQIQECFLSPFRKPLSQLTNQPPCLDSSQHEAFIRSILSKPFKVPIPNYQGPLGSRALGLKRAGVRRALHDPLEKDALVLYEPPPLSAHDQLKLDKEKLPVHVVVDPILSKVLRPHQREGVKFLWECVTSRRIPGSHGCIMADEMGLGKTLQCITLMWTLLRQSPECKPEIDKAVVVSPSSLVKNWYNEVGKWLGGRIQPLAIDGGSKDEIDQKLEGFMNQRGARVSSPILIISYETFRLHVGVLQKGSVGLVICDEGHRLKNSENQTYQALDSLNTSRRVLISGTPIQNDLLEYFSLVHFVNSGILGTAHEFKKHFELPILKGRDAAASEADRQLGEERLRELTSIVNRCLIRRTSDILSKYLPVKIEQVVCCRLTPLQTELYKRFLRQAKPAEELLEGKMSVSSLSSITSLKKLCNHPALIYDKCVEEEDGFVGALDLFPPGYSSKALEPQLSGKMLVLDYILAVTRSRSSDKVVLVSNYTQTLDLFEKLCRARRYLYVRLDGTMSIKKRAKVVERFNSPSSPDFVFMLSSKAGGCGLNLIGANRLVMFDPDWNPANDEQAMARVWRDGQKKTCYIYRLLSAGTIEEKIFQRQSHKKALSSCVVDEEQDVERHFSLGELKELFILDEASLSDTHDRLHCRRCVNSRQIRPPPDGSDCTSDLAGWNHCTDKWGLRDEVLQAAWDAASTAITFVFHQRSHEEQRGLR
# * hit, by the source's call. These rows are one share of the data; rates above refer to the full screens.
item	SMILES	esBAF inh	FN deposition inh	RAD54 inh
1	COc1ccc(C(=O)Nc2ccccc2C(=O)NC(C)C)cc1OC	-6	0	-10
2	CC1(C)CC(=O)C(C=NCCC2=CCCCC2)=C(O)C1	3	5	2
3	Cc1ccc(-c2n[nH]c(=S)n2/N=C/C=C/c2ccccc2[N+](=O)[O-])cc1	-1	4	0
4	Cc1ccccc1NC(=O)c1ccc(NC(=O)c2ccco2)cc1	9	-18	0
5	CC(/C=C/c1ccco1)=N/NC(=O)c1ccccc1Cl	10	7	-5
6	O=C(NCC1CCCO1)c1ccccc1-c1nc(-c2ccc(Cl)cc2)no1 (centres undefined)	7	-1	-2
7	CCN(CC)CCN1C(=O)C(=O)/C(=C(/O)c2c(C)[nH]c(C(=O)OC)c2C)C1c1ccc(OC)cc1 (centres undefined)	3	1	-13
8	Nc1c(-c2ccc(Cl)cc2)cnn1-c1cccc([N+](=O)[O-])c1	64*	-4	0
9	Nc1cc(N)nc(SCCN2CCCCC2)n1	-2	5	-6
10	Cc1c(N=Cc2cc3c(cc2Cl)OCO3)c(=O)n(-c2ccccc2)n1C	10	-3	9
11	O=C(CN1CC(c2ccccc2)CC1=O)OCc1ccccc1F (centres undefined)	19	-5	2
12	O=C1C2C3C=CC(C4CC34)C2C(=O)N1/N=C/c1ccc(-c2ccc(F)cc2[N+](=O)[O-])o1 (centres undefined)	18	4	20
13	COC(=O)CN1C(=O)S/C(=C/c2cc(C)n(C)c2C)C1=O	57*	-10	-4
14	CC(Sc1nc2ccccc2[nH]1)C(=O)O (centres undefined)	-3	7	-9
15	O=C(CSc1ncnc2nc[nH]c12)Nc1ccccc1C(F)(F)F	-9	-1	5
16	CC(C)Cc1nc2oc3c(NCC4CCCO4)ncnc3c2c2c1CCC2 (centres undefined)	13	14	-12
17	CCOc1ccc(N=C(NC#N)SCC)cc1	3	-1	-8
18	CCOC(=O)CSc1nnc(-c2ccccc2NC(=O)c2ccccc2)o1	1	3	-2
19	O=C(COc1c(F)c(F)c(C(F)(F)F)c(F)c1F)Nc1ccc(N2CCOCC2)c(Cl)c1	17	-17	-7
20	Cc1ccccc1NC(=S)NC1CC2CCC(C1)N2Cc1ccco1 (centres undefined)	-10	-2	0

# Some of these compounds in order of the esBAF inh value, descending.
No. | smiles | esBAF inh
12 | O=C1C2C3C=CC(C4CC34)C2C(=O)N1/N=C/c1ccc(-c2ccc(F)cc2[N+](=O)[O-])o1 (centres undefined) | 18
6 | O=C(NCC1CCCO1)c1ccccc1-c1nc(-c2ccc(Cl)cc2)no1 (centres undefined) | 7
7 | CCN(CC)CCN1C(=O)C(=O)/C(=C(/O)c2c(C)[nH]c(C(=O)OC)c2C)C1c1ccc(OC)cc1 (centres undefined) | 3
18 | CCOC(=O)CSc1nnc(-c2ccccc2NC(=O)c2ccccc2)o1 | 1

# (next part)
item	SMILES	esBAF inh	FN deposition inh	RAD54 inh
21	CCCC(=O)CN1C(=O)C2(OCCO2)c2ccccc21	-5	0	1
22	Cc1cccc(CCN(Cc2cc3cccc(C)c3[nH]c2=O)C(=O)N2CCOCC2)c1	9	2	-10
23	c1ccc(CNc2cnccn2)cc1	-5	1	-16
24	COc1ccc(NC2=Nc3cccc4cccc2c34)cc1OC	18	2	45
25	CC(c1ccco1)N(C(=O)c1ccc(C#N)cc1)c1ccccn1 (centres undefined)	5	2	-3
26	CCN(CC)S(=O)(=O)c1ccc(NC(=O)COC(=O)c2ccc(Br)o2)cc1	-10	-3	4
27	CC(=O)N1CCc2cc(S(=O)(=O)NC(C(=O)NC3CCCc4ccccc43)C(C)C)ccc21 (centres undefined)	0	4	5
28	FC(F)C(F)(F)C1=CC(c2cccs2)=NCCN1	1	-7	-46
29	O=C1CCC(=O)N1c1ccc(CSc2nc3ccccc3[nH]2)cc1	42*	-8	-2
30	Cc1cc(C)n(-c2cccc(Cl)c2)c(=O)c1C#N	1	7	-3
31	CC(C)OCCCNC(=O)CCc1nc(-c2ccccc2)no1	4	3	0
32	C=CCN1C(=O)C2C(C(=O)NC3CCCCC3)C3C=CC2(O3)C1C(=O)NC1CCCC1 (centres undefined)	1	2	-12
33	N#C/C(=C(/O)CSc1ccccc1C(=O)O)c1nc2ccccc2s1	3	10	-1
34	CCc1nccn1S(=O)(=O)c1cc(C)c(OC)cc1C	2	4	-10
35	COc1cc(COc2ccc3c(C)c(Cc4ccccc4)c(=O)oc3c2C)cc(OC)c1OC	-19	28	7
36	Cc1cc(C)c(NC(=O)NC(=O)c2ccc(F)cc2)c(C)n1	17	0	-13
37	COC(=O)c1cc(Oc2ccc(C(=O)OC)cc2N)cc(C(=O)OC)c1	-3	-12	1
38	COc1cccc(N2C(=O)C3CCCN3C2c2ccc(F)cc2)c1 (centres undefined)	-4	-3	1
39	CCOC(=O)C1CCCN(c2ncnc3c2cnn3-c2ccc(Cl)cc2)C1 (centres undefined)	-28	-8	17
40	CC(C)Cc1nc2sc3c(=O)[nH]cnc3c2c2c1CCC2	7	-1	-4
41	c1ccc(-c2csc3ncn4cnnc4c23)cc1	-14	-9	0
42	c1ccc(-c2noc(-c3cccnc3)n2)nc1	-43	-7	-4
43	COC(=O)c1ccc(C(=O)Nc2ccc3nc(-c4cccnc4)[nH]c3c2)cc1	0	-4	4
44	Cc1cccc(-c2nc(CSCC(=O)NCc3cccs3)c(C)o2)c1	-1	-3	5
45	CC(C)(C)OC(=O)N1CCC[C@H]1C(=O)NCC1CCC(C(=O)O)CC1 (some centres undefined)	-2	2	-6
46	Cc1nn(CCc2n[nH]c(=S)n2C2CCCCC2)c(C)c1Br	6	0	-1
47	CCC(=O)Oc1oc(-c2ccccc2)nc1C=Nc1ccccc1OC	-6	4	5
48	COc1ccc(OC)c2c(N)c(C#N)c(C(F)(F)C(F)(F)F)nc12	-6	2	-59
49	Fc1ccc(CN2CCSCC2)cc1Br	-5	-2	0
50	COc1ccc(C2=NOC(C(=O)Nc3ccc(C(C)=O)cc3)C2)cc1OC (centres undefined)	30	-6	-4
51	CCCc1cc(=O)[nH]c(NCc2ccc(Cl)cc2)n1	-1	-14	6
52	COC(=O)c1nc(NC(=O)c2ccccc2)n[nH]1	-2	5	-27
53	COCc1[nH]nc2c1C(c1ccccc1Cl)C(C#N)=C(N)O2 (centres undefined)	1	11	-15
54	CCOc1ccc(S(=O)(=O)N(C)c2ccc(OCC(=O)OCc3c(C)noc3C)cc2)cc1	-7	9	-1
55	Cc1cc2ccccc2c(=O)n1CC(=O)NCC(=O)N(C)Cc1ccccc1	1	8	7
56	CCOc1ccc(S(=O)(=O)N(CC(=O)N/N=C/c2cccs2)c2ccc(C)cc2)cc1	11	-1	10
57	COc1ccc(S(=O)(=O)N(CCc2ccccc2)CC(=O)N2CCOCC2)cc1	2	0	5
58	CCCn1c(Sc2nc3c(c(=O)[nH]c(=O)n3C)n2CCC)nc2c1c(=O)[nH]c(=O)n2C	-7	-7	-2
59	COc1ccc(N(CC(=O)Nc2ccc3c(c2)OCCO3)S(C)(=O)=O)c(OC)c1	-20	8	8
60	CCCCN1C(=O)C(NC(=O)CC(C)C)(C(F)(F)F)C2=C1CC(C)(C)CC2=O (centres undefined)	-14	4	-11

# A draw from above in order of molar mass, ascending.
item	SMILES	esBAF inh	FN deposition inh	RAD54 inh
53	COCc1[nH]nc2c1C(c1ccccc1Cl)C(C#N)=C(N)O2 (centres undefined)	1	11	-15
50	COc1ccc(C2=NOC(C(=O)Nc3ccc(C(C)=O)cc3)C2)cc1OC (centres undefined)	30	-6	-4
43	COC(=O)c1ccc(C(=O)Nc2ccc3nc(-c4cccnc4)[nH]c3c2)cc1	0	-4	4
54	CCOc1ccc(S(=O)(=O)N(C)c2ccc(OCC(=O)OCc3c(C)noc3C)cc2)cc1	-7	9	-1

# (cont.)
item	SMILES	esBAF inh	FN deposition inh	RAD54 inh
61	O=C(NCCN1CCOCC1)c1cc2ccccc2o1	3	4	-1
62	Cc1cc(OCC(=O)NCCCN2CCOCC2)cc(C)c1Cl	8	-1	5
63	Cn1cc(Cl)c(C(=O)OCC(=O)Nc2nc(-c3ccc(Br)cc3)cs2)n1	61*	6	-8
64	COc1ccc(NC(=O)N2CCCC2C(=O)Nc2ccc(C)c(Cl)c2)cc1 (centres undefined)	-5	5	7
65	CC(=O)NC1(c2cccc(F)c2)CCN(CC(=O)NC(C)C)CC1	0	-3	-3
66	O=C(NCCc1ccccc1)c1ccccc1NS(=O)(=O)N1CCCC1	17	-4	3
67	Cc1ccc(S(=O)(=O)N2CCN(C(=O)c3ccc(OCc4c(C)noc4C)cc3)CC2)cc1	3	9	-6
68	COC(=O)c1ccccc1Oc1c(F)c(F)nc(N2CCOCC2)c1F	1	9	1
69	CCOC(=O)c1ccc(NC(=O)N2CCN(c3ccccn3)CC2)cc1	5	-4	-7
70	O/N=C1\CCCc2oc3c(c21)CCCC3	1	11	3
71	CN(C)c1ccc(/C=C/c2nc3ccccc3s2)cc1	-6	-2	-8
72	COCCn1c(=O)[nH]c2cc(C(=O)NCc3ccccc3)ccc2c1=O	-3	13	-6
73	O=C(COc1ccccc1)N1CCNC1=O	3	-3	-1
74	CCc1cccc(C)c1NC(=O)C(c1ccccc1)N1CCC1=O (centres undefined)	6	6	-4
75	CC(=O)NCCSC(=O)c1ccc(F)cc1	8	-27	0
76	CCCC(CCC)C(=O)Nc1ccncc1	2	6	-2
77	CCC(=O)N1CCc2cc(Br)cc(S(=O)(=O)CCC(=O)NCCOC)c21	-5	-13	-2
78	CCCNC(=O)N1CCN(C(=O)NCCC)CC1	3	-11	9
79	O=C(c1cccc(-n2cnnn2)c1)N1CCOCC1	1	11	-4
80	CCOc1ccc(C(=O)Nc2nnc(C(C)C)s2)cc1OCC	21	11	0
81	Cc1cc(N2CCC(C(=O)NC3CC3)CC2)nc(-c2ccccc2)n1	0	-9	3
82	Cc1cccc(N(C(=O)c2sc(C)nc2C)C(C(=O)NCc2ccco2)c2ccccc2)c1 (centres undefined)	1	-5	3
83	CCCCOC(=O)CCNc1n[nH]c(=O)[nH]c1=O	5	-12	-5
84	COC(=O)c1cc(NC(=O)CSc2nncn2C)cc(C(=O)OC)c1	-2	5	-2
85	Cc1ccc(CNC(=O)CCNS(=O)(=O)c2ccc(C)cc2)cc1	-4	-11	-4
86	Cc1ccc(-n2c(N)c(C(=O)NCc3ccco3)sc2=S)cc1	-8	5	-5
87	O=C(NCC1COc2ccccc2O1)C1C2C=CC3(CN(Cc4cccs4)C(=O)C13)O2 (centres undefined)	7	-1	7
88	Cc1ccc(F)cc1NC(=O)CCC(=O)c1cccs1	-8	-2	-4
89	Cc1ccc(C(=O)n2cnnc2N)cc1	-3	-5	-4
90	O=C1c2oc3ccc(F)cc3c(=O)c2C(c2ccccc2)N1CC1CCCO1 (centres undefined)	1	9	9
91	O=C(Cn1cnc2c(nnn2Cc2ccc(F)cc2)c1=O)N1CCCCC1	7	-7	12
92	O=C(CCCn1c(=S)[nH]c2cc3c(cc2c1=O)OCO3)N1CCN(c2ccccc2F)CC1	3	4	-7
93	CCC(CC)C(=O)NCCN1CCN(C(=O)C(CC)CC)CC1	2	-5	1
94	CC(C)N=C(Nc1ccccc1)c1cccnc1	11	-8	1
95	COc1ccc(/C(O)=C2/C(=O)C(=O)N(CCCN(C)C)C2c2ccccc2)cc1OC (centres undefined)	2	7	5
96	O=C(CNC(=O)c1ccccc1C(=O)O)c1ccccc1	16	1	6
97	Cn1cnc2cc(OC(=O)c3ccccc3)ccc21	7	0	3
98	COc1cc(S(=O)(=O)N(CCc2ccccc2)Cc2cccs2)ccc1-n1cnnn1	-5	-2	-13
99	C=CCSc1nnc(-c2ccc(Cl)cc2Cl)o1	4	8	0
100	CC(C(=O)NC1CCCC1)N(Cc1ccc2c(c1)OCO2)C(=O)c1snc(C(N)=O)c1N (centres undefined)	9	-4	-10
101	O=C(CNC(=O)c1cccs1)c1ccc(F)cc1	-21	-2	-4
102	COCc1c(C(=O)OCc2nc(N)nc(Nc3ccccc3C)n2)oc2ccccc12	-6	-7	0
103	CS(=O)(=O)N1CC(C(=O)NN)Oc2ccc(Cl)cc21 (centres undefined)	-11	-3	-4
104	COC(=O)CSc1nnc(CNc2ccc(Cl)cc2)n1-c1ccccc1	-4	15	-1
105	O=C(NCc1cccs1)c1noc2c1CCCC2	21	-3	2
106	Cc1cccc2nc(=S)n(C(=O)c3ccco3)n12	75*	-3	9
107	Cc1c(NS(=O)(=O)c2ccccc2)c(=O)n(-c2ccccc2)n1C	-1	-17	-7
108	CSc1ccc(NC(=O)CC(C)=O)cc1	5	4	4
109	COC(=O)C1CCN(C(=O)COc2ccc(Cl)cc2)CC1	-2	1	-5
110	CC(C)(C)c1ccc(C(=O)c2c[nH]c(C(=O)NCc3cccnc3)c2)cc1	55*	2	-12
111	CC(C)(C)C1CCC(=NNc2ncc(C(F)(F)F)cc2Cl)CC1 (centres undefined)	2	-2	-3
112	CC(C)(C)NC(=O)C(c1ccncc1)N(C(=O)CNC(=O)c1ccco1)c1ccc2c(c1)OCO2 (centres undefined)	-1	1	-3
113	COc1ccc(OCc2cccc(C(=O)Nc3cc(C)on3)c2)cc1	-37	3	1
114	CCOC(=O)c1c(NC(=O)Cn2c(C)nc3ccccc32)sc2c1CCC2	-24	5	5
115	CCN(CC)C(=O)CN(C)S(=O)(=O)c1cccc2nsnc12	-7	1	-3
116	CC1(C(=O)O)COC(c2ccc([N+](=O)[O-])cc2)OC1 (centres undefined)	-8	-3	5
117	CCN1CCN(C(=O)CN(CC)S(=O)(=O)c2ccc(Cl)cc2)CC1	-10	1	-3
118	Cc1ccc(CNC(=O)CSc2c3c(nc4cc(Cl)ccc24)CCCC3)o1	4	-8	-13
